Screens (PubChem)
IEC-6 tox = counter-screen for KLF5 inhibitors: cytotoxicity in IEC-6 cells. AID 1825. 290,000 compounds, 0.78% hits. inhibition, % at 5 µM. IEC-6 cytotoxicity, luminescence viability; in the data active = inhibition above about 22%;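 also: 0% = plate median of test compound wells and 100% = cytotoxic reference compound wells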
SKKanGAS inh = blocks kanamycin growth of S. pyogenes SKKanGAS strain; BacTiter-Glo, 6 h; inhibition, % at 7.5 µM; 300,000 compounds, 1.3% hits; AID 1662;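 active = mean replicate score, as percent of positive control median, at least 50; inconclusive = mean below 50 but one replicate at or above 50; inactive = mean and every replicate below 50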;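 also: strain carries kanamycin resistance gene driven by streptokinase promoter and grows in 40 µg/ml kanamycin; loss of luminescence reflects streptokinase promoter inhibition or plain growth inhibition; 0% = median of DMSO wells and 100% = positive control at its reference dose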
HIF act = HIF pathway transcriptional activation. activation, % at 7.5 µM (by protocol). U2OS HRE-luciferase reporter, luminescence; normalized: DMSO 0%, desferrioxamine 100%. AID 1910. 300,000 compounds, 0.32% hits;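 active = mean activation of at least 10% of the iron chelator positive control signal, with at least half of replicates also reaching 10%; inconclusive = mean and replicate majority disagree about reaching 10%; inactive = mean and most replicates under 10%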
MrgX1 antag = human MrgX1 receptor antagonism, primary screen | AID 588676 | Q96LB2 | 310,000 compounds, 1.3% hits | B-score at 10 µM | MRGX1-HEK293 calcium flux, Fluo-4, BAM8-22 antagonism; hits give low values;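 active = calcium-response B-score plate-corrected more than 3 library SD below zero, starting fluorescence within 5 deviations, no agonist response on first addition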;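 also: peak minus trough fluorescence over baseline after final BAM8-22 challenge near maximal dose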
TRPC4 block = TRPC4 (mouse) channel inhibition. Q9QUQ5. HEK293 TRPC4beta/mu-opioid, DAMGO-evoked Fluo4 calcium flux; hits give low values. B-score at 10 µM. 300,000 compounds, 0.39% hits;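 active = B-score over 3 SD under the library average, no early fluorescence shift, positive overall ratio signal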
Target sequence (Q9QUQ5 whole entry, looked up): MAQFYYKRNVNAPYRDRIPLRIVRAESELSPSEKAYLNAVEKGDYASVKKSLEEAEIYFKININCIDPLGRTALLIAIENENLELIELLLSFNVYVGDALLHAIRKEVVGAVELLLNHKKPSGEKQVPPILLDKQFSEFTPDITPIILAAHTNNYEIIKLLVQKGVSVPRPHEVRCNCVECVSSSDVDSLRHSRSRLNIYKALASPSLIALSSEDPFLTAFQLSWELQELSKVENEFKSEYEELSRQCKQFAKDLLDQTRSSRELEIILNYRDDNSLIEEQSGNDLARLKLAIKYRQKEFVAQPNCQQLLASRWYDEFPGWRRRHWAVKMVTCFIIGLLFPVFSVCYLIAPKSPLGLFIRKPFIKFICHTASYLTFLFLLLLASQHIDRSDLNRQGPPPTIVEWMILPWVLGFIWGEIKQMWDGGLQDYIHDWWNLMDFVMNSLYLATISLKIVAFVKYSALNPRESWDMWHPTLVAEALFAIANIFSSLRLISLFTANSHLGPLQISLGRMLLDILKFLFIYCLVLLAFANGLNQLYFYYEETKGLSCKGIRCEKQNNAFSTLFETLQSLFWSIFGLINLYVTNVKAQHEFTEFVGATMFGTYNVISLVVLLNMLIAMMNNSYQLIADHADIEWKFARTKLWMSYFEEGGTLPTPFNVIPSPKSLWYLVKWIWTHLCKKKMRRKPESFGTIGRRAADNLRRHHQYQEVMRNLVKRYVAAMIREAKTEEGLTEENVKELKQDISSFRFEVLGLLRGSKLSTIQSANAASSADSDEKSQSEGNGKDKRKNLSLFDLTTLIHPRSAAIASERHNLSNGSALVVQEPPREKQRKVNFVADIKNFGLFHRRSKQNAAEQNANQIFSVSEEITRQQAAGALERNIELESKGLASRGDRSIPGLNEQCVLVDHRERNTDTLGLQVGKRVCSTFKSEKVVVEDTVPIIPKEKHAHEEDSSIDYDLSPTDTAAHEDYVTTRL
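Assay system: TRPC4beta/mu-opioid receptor HEK293 cell line; compound dosing: single concentration per test compound; detection: Fluo4 Ca2+ flux fluorescence; evaluation: per-well B score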
TRPC6 inh = inhibitors of mouse TRPC6 channel | HEK293-TRPC6, membrane potential dye, ACh-evoked depolarization; hits give low values | B-score at 10 µM | 310,000 compounds, 1.1% hits | AID 2553;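 active = B-score under library mean minus 3 SD, initial fluorescence not abnormally high, positive integrated signal ratio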;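 also: B-score derived from integrated fluorescence ratio over the kinetic read; more negative B-score means stronger inhibition of depolarization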
aSyn 5UTR inh = 5' untranslated region of α-synuclein, MLPCN primary screen; alpha-synuclein 5'UTR reporter, inhibitor activity; inhibition, % (tested at 7.5 µM); 300,000 compounds, 0.82% hits; AID 1813; in the data active = inhibition above about 60%; inconclusive = no clear call, values can overlap the other calls;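 also: H4 neuroglioblastoma cells stably carrying SNCA 5'UTR luciferase fusion; 0% = DMSO wells and 100% = positive control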
TRPC4 PAM = allosterically enhances the mouse TRPC4 cation channel | B-score at 10 µM | Q9QUQ5 | HEK293 TRPC4beta/mu-opioid, DAMGO EC20, Fluo-4 Ca2+ flux; hits give high values | AID 2227 | 310,000 compounds, 0.42% hits;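 active = B-score of calcium response area above 5 SD of library B-scores, with initial fluorescence ratio within 5 SD of library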;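 also: B-score of integrated fluorescence ratio over time as area under calcium response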
KLF5 inh = inhibitors of KLF5 expression; DLD-1 KLF5 promoter-luciferase reporter, luminescence; 290,000 compounds, 0.23% hits; inhibition, % at 5 µM;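 active = inhibition above a per-plate limit of that plate's mean compound inhibition plus 3 SD, cut at about 60% in these data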;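 also: 0% = DMSO wells and 100% = LY294002 at 200 µM; higher means less KLF5 promoter-driven luciferase light; inactives centre near -14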
TRPC6 activator = mouse TRPC6 channel activation. HEK293-TRPC6 membrane potential dye fluorescence; hits give high values. B-score at 10 µM. 310,000 compounds, 0.13% hits. AID 2550;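 active = B-score of the integrated fluorescence ratio above library mean plus 3 SD, and starting fluorescence ratio within library mean plus 5 SD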;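 also: higher score means more depolarization so channel activation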
TRPC4 agonist = TRPC4 (mouse) channel activation | Q9QUQ5 | HEK293 TRPC4beta/mu-opioid, Fluo4 calcium fluorescence; hits give high values | B-score at 10 µM | 310,000 compounds, 0.49% hits | AID 2237;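 active = B-score above 5 SD of library B-scores, and initial fluorescence ratio not above library mean plus 5 SD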;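 also: positive B-score marks a calcium rise read as TRPC4 activation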
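Test system: HEK293 cells stably co-expressing mouse TRPC4beta and mu-opioid receptor | Schedule: Fluo4 dye loading 45 min at room temperature, 110 s recording | Measured by: Kinetic Fluo4 calcium fluorescence, 5 s baseline at 1 Hz | Evaluation: B score of integrated ratio | Controls: Buffer (low) and maximal DAMGO (high)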
An asterisk follows results filed as active; i = inactive; ? = inconclusive; · = no result given.

Value order – IEC-6 tox | SKKanGAS inh | HIF act | MrgX1 antag | TRPC4 block | TRPC6 inh | aSyn 5UTR inh | TRPC4 PAM | KLF5 inh | TRPC6 activator | TRPC4 agonist
1	O=Cc1c(-c2ccc(Cl)cc2)oc2ccc(O)cc12
 : · | -2.2 | 4.0 | i | i | i | -118.2 | i | · | i | i
2	Fc1ccc(-c2csc(NC3=NCCC3)n2)cc1
 : 5.5 | -4.5 | 1.2 | i | i | i | -30.7 | i | -50.8 | i | i
3	COc1cccc2c1OCC/C2=N\NC(=O)C(C)Oc1ccc([N+](=O)[O-])cc1 (stereo unspecified)
 : -3.8 | -2.1 | -0.1 | i | i | i | 9.3 | i | -11.7 | i | i
4	O=C(Cc1ccc([N+](=O)[O-])cc1)Nc1ccc(Cl)cc1
 : 0.6 | 2.3 | -0.4 | i | i | i | -11.5 | i | -8.9 | i | i
5	O=C(CSc1nnc(-c2ccco2)o1)NC1CCCCC1
 : -3.8 | -1.9 | -0.7 | i | i | i | 2.9 | i | 0.2 | i | i
6	O=C(OCc1ccc([N+](=O)[O-])cc1)c1cc2ccccc2oc1=O
 : · | -0.5 | 0.1 | i | i | i | 3.4 | i | · | i | i
7	O=C(O)CC1S/C(=N\N=C2CCCCCC2)N(c2ccccc2)C1=O (stereo unspecified)
 : -0.2 | -0.9 | -0.5 | i | i | i | 17.1 | i | -30.2 | i | i
8	CCOc1ccc(NC(=O)CSc2nnc(-c3ccoc3C)n2CC2CCCO2)cc1 (stereo unspecified)
 : 3.5 | 2.1 | -50.1 | i | i | i | 8.1 | i | 8.0 | i | i
9	COCCCN1C2=C(C(=O)CC(C)(C)C2)C(c2ccc(OC)c(OC)c2)C2=C1CC(C)(C)CC2=O
 : -2.0 | -2.8 | 0.2 | i | i | i | 0.6 | i | -10.1 | i | i
10	COC(=O)c1nc(-c2ccccc2)oc1N(C)C
 : 4.4 | 5.9 | 0.4 | i | i | i | -15.3 | i | 10.4 | i | i
11	Cn1c(SCC(=O)NCc2cccs2)nnc1-c1ccc(S(=O)(=O)N2CCCC2)cc1
 : -6.0 | -1.4 | -0.3 | i | i | i | 10.9 | i | -36.2 | i | i
12	CSCC[C@H](NC(=O)c1ccc2ccccc2c1)C(=O)N1CCC2(CC1)NCCc1[nH]cnc12
 : 4.2 | -5.7 | 0.3 | i | i | i | 19.2 | i | -23.0 | i | i
13	O=[N+]([O-])c1ccc(N2CCN(S(=O)(=O)c3ccccc3)CC2)cc1NCC1CCCO1 (stereo unspecified)
 : -5.4 | 1.1 | -0.2 | i | i | i | 27.1 | i | -6.5 | i | i
14	Fc1cccc(-c2cc3nc4c(c(NCc5ccco5)n3n2)CCCC4)c1
 : 3.9 | 5.9 | · | i | i | i | -58.9 | i | -173.6 | i | i
15	O=c1cc(CSc2nc3cc(Cl)ccc3o2)nc2sccn12
 : -0.9 | -3.4 | 0.8 | i | i | i | -27.1 | i | -19.3 | i | i
16	CCOC(=O)C1=C(c2ccccc2)NC(=S)NC1c1ccc(Cl)cc1 (stereo unspecified)
 : -7.4 | 3.4 | 0.0 | i | i | i | 6.1 | i | -33.9 | i | i
17	CCc1nnc(NS(=O)(=O)c2ccc(NC(=O)c3ccc(C#N)cc3)cc2)s1
 : -5.1 | 4.7 | -1.3 | i | i | i | 14.0 | i | -27.0 | i | i
18	CCN(CC(=O)NCc1ccc(F)cc1)Cc1nc2ccccc2c(=O)[nH]1
 : 3.6 | 0.3 | 0.6 | i | i | i | 10.6 | i | -3.1 | i | i
19	CN1C(=O)c2ccc(NC(=O)c3c(C(=O)O)cccc3[N+](=O)[O-])cc2C1=O
 : 0.2 | 6.9 | 0.2 | i | i | i | -10.3 | i | -15.7 | i | i
20	CC12CCC(c3c1nc1ccccc1[n+]3[O-])C2(C)C (stereo unspecified)
 : 4.3 | -4.6 | 0.7 | i | i | i | 4.8 | i | -15.7 | i | i
21	Cc1cccc(C2c3[nH]c4ccccc4c3CCN2C(=O)c2cc(-c3cccn3C)n[nH]2)n1 (stereo unspecified)
 : 6.2 | 37.0 | -0.4 | i | i | i | -3.6 | i | -22.9 | i | i
22	CS(=O)(=O)Nc1ccc(C(=O)Nc2ccccc2C(=O)NCc2ccco2)cc1
 : -5.2 | ? | -0.5 | i | i | i | 3.9 | i | -18.2 | i | i
23	COc1ccc(NC(=S)NC(=O)c2ccccc2)cn1
 : -2.0 | -5.4 | 1.7 | · | i | i | -137.8 | i | -138.0 | i | i
24	COc1ccc(CC(=O)Oc2ccc(Br)cc2F)cc1S(=O)(=O)N1CCOCC1
 : · | 1.6 | -2.1 | i | i | i | 1.7 | i | · | i | i
25	CN1CCN(c2oc(-c3ccco3)nc2S(=O)(=O)c2ccccc2)CC1
 : -4.8 | 0.4 | -0.1 | i | i | i | -11.7 | i | -9.9 | i | i
26	COc1cccc(-n2c(C)cc(/C=C3\C(=N)N4N=C(CC(=O)N5CCOCC5)SC4=NC3=O)c2C)c1
 : 7.7 | 43.1 | · | i | i | i | 11.4 | i | 14.9 | i | i
27	Cc1ccc(S(=O)(=O)N2CCN(CC(O)c3ccccc3)CC2)cc1C (stereo unspecified)
 : -5.4 | -0.9 | -0.7 | -4.96* | i | i | -18.5 | i | -16.1 | i | i
28	N=c1ncn(CC(O)CO)c2nc(N3CCOCC3)[nH]c12 (stereo unspecified)
 : 1.8 | 3.2 | -0.7 | i | i | i | -15.7 | i | -44.8 | i | i
29	O=C(Nc1ccc(C(=O)N2CCN(c3ccc(F)cc3)CC2)cc1)C1=CSCCO1
 : 3.5 | 6.4 | 0.2 | i | i | i | -3.6 | i | -8.8 | i | i
30	CC(=O)c1cccc(N(CC(=O)NC2CCCC2)C(=O)c2ccc(C)s2)c1
 : -0.3 | 0.6 | -0.1 | i | i | i | -4.5 | i | -32.6 | i | i

Taken from above.
KLF5 inh with COC(=O)c1nc(-c2ccccc2)oc1N(C)C → 10.4
KLF5 inh with CSCC[C@H](NC(=O)c1ccc2ccccc2c1)C(=O)N1CCC2(CC1)NCCc1[nH]cnc12 → -23.0

Later entries:
Value order – IEC-6 tox | SKKanGAS inh | HIF act | MrgX1 antag | TRPC4 block | TRPC6 inh | aSyn 5UTR inh | TRPC4 PAM | KLF5 inh | TRPC6 activator | TRPC4 agonist
31	O=C(COC(=O)c1cc([N+](=O)[O-])ccc1N1CCOCC1)c1ccccc1
 : · | -20.9 | 1.8 | i | i | i | 7.6 | i | · | i | i
32	Cc1ccc(C(=O)N2CC(C)CC(C)C2)cc1NC1=NC2CS(=O)(=O)CC2S1 (stereo unspecified)
 : -1.4 | -1.9 | -0.3 | i | i | i | -7.8 | i | -12.9 | i | i
33	C/C(N)=C(/C#N)C(=O)COC(=O)c1cc(C)n(-c2ccc(F)cc2)c1C
 : 4.5 | -4.0 | 2.0 | i | i | i | -109.1 | i | -12.5 | i | i
34	CCN(CC)c1ccc(S(=O)(=O)N2CCCCC2)cc1NC(=O)C1=COCCO1
 : · | -12.0 | -4.8 | i | i | i | 8.6 | i | · | i | i
35	CCOc1ccc(N2CC(C(=O)NCc3cccc(C)c3)CC2=O)cc1 (stereo unspecified)
 : 2.1 | 1.4 | -0.2 | i | i | i | 26.8 | i | -11.5 | i | i
36	CCN1C(=O)[C@H]2[C@@H](c3ccc(-c4cccc(Cl)c4)cc3)N[C@@](C)(C(=O)OC)[C@H]2C1=O
 : · | 3.9 | -0.3 | i | i | i | 42.2 | i | · | i | i
37	C1=C(CCNc2ncnc3nc[nH]c23)CCCC1
 : 2.5 | 3.0 | 2.0 | i | i | i | -116.1 | i | -47.0 | i | i
38	O=C(c1cc2c(s1)CCCC2)N1CCN(S(=O)(=O)c2ccccc2C(F)(F)F)CC1
 : -6.1 | -23.6 | -0.8 | i | i | i | 17.2 | i | -1.4 | i | i
39	C[C@@H]1CC=C[C@H]2[C@H]1C(=O)N(Cc1ccccc1)[C@H]2c1ccc(F)c(/C=C/c2ccccc2)c1
 : · | 33.5 | 0.0 | i | i | i | 24.1 | i | · | i | i
40	Cc1ccc(OCCN2C(=O)C(=O)c3cc(C)ccc32)cc1
 : 90.6* | 5.7 | -0.1 | i | i | i | -15.1 | i | -31.6 | i | i
41	O=C(CC12CC3CC(CC(Br)(C3)C1)C2)OCCN1CCCCC1
 : -5.8 | -5.8 | 0.1 | i | i | i | -25.2 | i | -0.1 | i | i
42	CNC(=S)Nc1ccc(OC(F)(F)F)cc1
 : 2.4 | -4.3 | 1.1 | i | i | i | -12.2 | i | -53.6 | i | i
43	Cc1cc(Br)cc(C=Nc2ccc(N3CCOCC3)cc2)c1O
 : · | 11.1 | 0.1 | i | i | i | -3.5 | i | · | i | i
44	Cc1ccc2nc3sc(C(=O)Nc4ccc(N5CCOCC5)cc4)c(N)c3cc2c1
 : 4.4 | 7.1 | 1.0 | · | i | i | -34.9 | i | -23.7 | i | i
45	Cc1cc(-c2ccccc2)oc(=O)c1NC(=O)c1ccccc1
 : -3.9 | -2.3 | 1.2 | i | i | i | -42.0 | i | -14.0 | i | i
46	Cc1ccc(NC2CCCN(C(=O)c3ccccn3)C2)cc1C (stereo unspecified)
 : 1.5 | -3.5 | -0.2 | i | i | i | 0.5 | i | 9.6 | i | i
47	CCOC(=O)C1CCCCN1Cc1cccc(Oc2ccccc2)c1 (stereo unspecified)
 : 1.9 | 16.9 | -0.9 | i | i | i | 8.9 | i | -31.2 | i | i
48	Cc1[nH]cnc1CN1CCc2c(c3ccccc3n2C)C1=O
 : · | 9.8 | 0.5 | i | i | i | -2.1 | i | · | i | i
49	COC(=O)COc1ccc(S(=O)(=O)NCc2ccncc2)cc1
 : -4.2 | 9.5 | -0.3 | i | i | i | 8.0 | i | -35.7 | i | i
50	COc1ccc(NC(=O)c2cc3cccc(OC)c3oc2=Nc2ccc(C(=O)O)cc2)cc1OC
 : -3.9 | ? | 1.7 | · | i | i | -116.3 | i | -25.1 | i | i
51	COc1ccc(-n2c(=O)c3ccccc3n(CC(=O)NC3CCCCC3)c2=O)cc1
 : 1.7 | 5.7 | -0.2 | i | i | i | 7.0 | i | -22.7 | i | i
52	CCOC(=O)N1CCN(C(=O)c2ccc3c(c2)NC(=O)/C(=C\c2cccc(C)c2)S3)CC1
 : 0.4 | 92.3* | 0.0 | i | i | i | -57.6 | i | 15.7 | i | i
53	COc1ccccc1C1OC(c2cccc([N+](=O)[O-])c2)=NN1C(C)=O (stereo unspecified)
 : -1.2 | 0.3 | 0.1 | i | i | i | -5.1 | i | -24.3 | i | i
